# Hsp70 activator – Hsp70 transcriptional activation, primary screen; HeLa Hsp70 promoter luciferase reporter, luminescence; scaled: vehicle 0, proteasome-inhibitor control 100%; activation, % at 10 µM; 0.04% of 200,000 active; AID 1203;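 active = activation above the mean across all tested compounds plus 3 SD, cutoff set per campaign, cut at about 5.5% in these data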;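 also: 100% = MG132 at 30 µM as the positive control and 0% = DMSO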
# FLuc inh counter – inhibits firefly luciferase, flagging false hits in luciferase inhibition screens. inhibition, % at 10 µM. P08659. ATPLite firefly luciferase biochemical luminescence, 10 min. 1.5% of 200,000 active;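 active = inhibition above about 50% when tested at 10 µM, limit read from the data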
# Target sequence (P08659 whole entry, looked up): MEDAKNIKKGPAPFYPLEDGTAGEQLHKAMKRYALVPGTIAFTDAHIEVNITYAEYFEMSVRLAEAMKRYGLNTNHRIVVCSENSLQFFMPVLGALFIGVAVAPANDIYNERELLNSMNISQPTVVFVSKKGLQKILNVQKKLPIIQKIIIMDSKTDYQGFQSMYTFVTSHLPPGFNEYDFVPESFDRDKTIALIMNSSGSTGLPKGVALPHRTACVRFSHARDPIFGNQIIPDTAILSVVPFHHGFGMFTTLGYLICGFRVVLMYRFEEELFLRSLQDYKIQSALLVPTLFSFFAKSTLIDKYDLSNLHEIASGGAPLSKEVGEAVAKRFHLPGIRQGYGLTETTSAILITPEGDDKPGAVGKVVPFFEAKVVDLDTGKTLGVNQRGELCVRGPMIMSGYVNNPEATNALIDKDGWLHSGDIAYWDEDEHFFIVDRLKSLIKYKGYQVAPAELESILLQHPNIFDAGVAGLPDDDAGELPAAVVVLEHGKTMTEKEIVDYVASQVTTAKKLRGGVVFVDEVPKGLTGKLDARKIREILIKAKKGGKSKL
# Redox H2O2 prof – compounds producing H2O2 with reducing agent – biochemical, NIH compound library profiling, artefact control for MLSCN library redox annotation, primary screen; DTT-dependent redox cycling H2O2, phenol red/HRP absorbance; 100% = 100 µM peroxide control, 0% = buffer; activation, % at 10 µM; 0.03% of 200,000 active;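 active = activation of at least 50% relative to the plate's high and low controls in the primary single-dose screen; inactive = activation below 50%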;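 also: compound incubated with DTT at 0.8 mM final as the reducing agent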
# APP transl inh – APP translation inhibition; SH-SY5Y APP 5'UTR-luciferase reporter, luminescence; inhibition, % at 2 µM; 0.82% of 190,000 active; AID 1285;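 active = inhibition above a set limit, derived from the sample mean plus 3 SD, cut at about 45% in these data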; also: values of inactives mirror those of a sister screen read the other way
# G6PDH counter – counter-screen for G6PDH assay hits: L. mesenteroides G6PDH inhibition; Purified L. mesenteroides G6PDH, diaphorase/resazurin coupled fluorescence, 45 min; inhibition, % at 5 µM; 0.12% of 200,000 active; AID 1020; in the data active = inhibition above about 50%
# APP 5'UTR act – activates APP 5'UTR luciferase reporter. SH-SY5Y APP 5'UTR luciferase reporter, luminescence; zero percent = DMSO vehicle wells. activation, % at 2 µM. 1% of 190,000 active;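 active = activation above a set limit, based on mean plus 3 SD of controls, cut at about 140% in these data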; also: values of inactives mirror those of a sister screen read the other way
# FLuc act counter – affects firefly luciferase, flagging false hits in luciferase stimulation screens. activation factor at 10 µM. AID 1027. 200,000 tested, under 10 active. ATPlite luciferase biochemical, luminescence, 10 min; 0 = ATP-free wells, 1 = DMSO control. P08659;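 active = luciferase activation factor, scaled between plate controls, of at least 2 with compound at 10 µM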
#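 Material: Luciferase/luciferin reagent mix | Doses: Test compounds dosed from 2 mM stocks in 100% DMSO | Timing: 10 min incubation after luciferase reagent addition, room temperature | Measured by: Luminescence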
# NF-kB expr up – NF-kB expression increase, human neuronal cells | AID 1239 | fold change at 12.5 µM | 1.6% of 190,000 active | NF-kB reporter expression; hits give high values; in the data active = fold change above about 3.3
# Efa HMGR inh – E. faecalis class II HMG-CoA reductase inhibition; purified E. faecalis HMGR, NADPH absorbance 340 nm kinetic; inhibition, % at 10 µM; 0.41% of 190,000 active;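 active = inhibition above a set limit, the median over all tested compounds plus 3 SD, cut at about 9.5% in these data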;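 also: enzyme runs in reverse so mevalonate oxidation gives rising NADPH absorbance; 0% = complete reaction with DMSO and 100% = background rate lacking mevalonate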
# STAT1 activator – activators of IFN-gamma induced STAT1 signaling | 2.6% of 200,000 active | NIH 3T3 STAT1-luciferase reporter, luminescence; 100% = IFN-gamma alone, no compound | activation (% of control), % at 5.5 µM;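 active = activation above the screen-wide mean activation plus 3 SD, cut at about 130% in these data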;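 also: raw ratio to IFN-gamma control signal so 100% means no change and 0% no light; values of inactives mirror those of a sister screen read the other way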
# * hit, by the source's call; nt = no result given.
1) CCCCC(CC)C(=O)Nc1cc([N+](=O)[O-])ccc1F (configuration not stated)
2) CC(C)CN1CCC(CNC(=O)CCc2nnc(Cc3c[nH]c4ccccc34)o2)CC1
3) O=c1[nH]n(-c2ccccc2)c(=O)c2ccccc12
4) O=c1[nH]n2c(=O)c3c([nH]c2c1N=Nc1cccc(Cl)c1)CCC3
5) COc1ccc(S(=O)(=O)Cc2ccc(C(=O)NCc3ccccn3)o2)cc1
6) COc1ccc(/C=N/NC(=O)c2nc(-c3ccccc3)n(-c3ccccc3)n2)cc1
7) O=C(CC(C(=O)O)C1CCCO1)NCCc1ccc2c(c1)OCO2 (configuration not stated)
8) O=C(c1ccc(Cl)c(S(=O)(=O)NCc2ccccc2)c1)N1CCN(c2ccccn2)CC1

assay / compound	1	2	3	4	5	6	7	8
Hsp70 activator	0.2	-0.3	0.1	-0.3	-0.2	-0.3	0.0	-0.1
FLuc inh counter	-3.6	-3.1	-8.6	-2.2	-9.8	1.4	-9.1	-7.7
Redox H2O2 prof	-0.8	-0.1	-1.2	0.3	-0.6	-0.3	-0.1	-5.0
APP transl inh	-0.9	-8.3	-51.3	2.4	nt	11.9	-0.1	-11.4
G6PDH counter	8.3	8.4	18.4	12.5	-1.2	-14.5	1.9	6.4
APP 5'UTR act	0.9	8.3	51.2	-2.4	nt	-11.9	0.1	11.4
FLuc act counter	1	1	1.1	1	1.1	1	1.1	1.1
NF-kB expr up	1.1	1.12	1.05	0.91	0.95	1.15	0.89	0.52
Efa HMGR inh	3.5	-2.8	-3.1	3.6	0.9	-1.6	-6.1	0.3
STAT1 activator	97.7	95.7	99.4	96.9	101.1	95.5	95.8	89.6

9) CN1c2ccccc2C(C)(C)C12CC(c1ccc(S(=O)(=O)N3CCCCC3)cc1)=NO2 (configuration not stated)
10) CCc1nnc(NC(=O)CCc2ccc(C)o2)s1
11) Cc1cc2ccccn2c1C(C[N+](=O)[O-])c1ccc(N(C)C)cc1 (configuration not stated)
12) COc1ccc(NC(=O)CC2SC3=NCCN3C2=O)cc1 (configuration not stated)
13) COCCCn1c(=O)/c(=C\c2ccccc2OC(F)F)s/c1=C(/C#N)C(N)=O
14) CCOc1ccccc1-c1nc(C(N)=O)c2[nH]c(=O)n(-c3ccccc3)c2n1
15) Nc1nnc(SCC(=O)c2ccco2)s1
16) CO/N=C/C(=N\Nc1ccc(C)cc1)C(=O)c1ccc(OC)cc1

assay / compound	9	10	11	12	13	14	15	16
Hsp70 activator	-0.1	-0.1	-0.3	0.1	-0.1	-0.2	-0.1	0.0
FLuc inh counter	-6.6	-5.8	0.3	-5.9	0.0	-6.1	-2.3	-2.7
Redox H2O2 prof	0.5	0.3	2.0	0.3	-0.1	-0.4	3.7	0.3
APP transl inh	6.2	-3.1	12.7	-3.2	-14.7	-5.7	-5.3	-11.3
G6PDH counter	1.5	1.0	5.5	6.8	9.9	0.0	-3.0	0.3
APP 5'UTR act	-6.2	3.1	-12.7	3.2	14.7	5.7	5.3	11.3
FLuc act counter	1.1	1.1	1	1.1	1	1.1	1	1
NF-kB expr up	0.91	1.15	1.29	1.06	1.1	1.21	1.2	1.17
Efa HMGR inh	0.0	0.7	-3.1	0.1	-1.8	-5.5	-3.0	-1.0
STAT1 activator	108.8	103.3	100.5	92.1	98.5	93.9	98.5	101.2

# An excerpt from above, showing only FLuc act counter and G6PDH counter.
entry | SMILES | FLuc act counter | G6PDH counter
14 | CCOc1ccccc1-c1nc(C(N)=O)c2[nH]c(=O)n(-c3ccccc3)c2n1 | 1.1 | 0.0
15 | Nc1nnc(SCC(=O)c2ccco2)s1 | 1 | -3.0
16 | CO/N=C/C(=N\Nc1ccc(C)cc1)C(=O)c1ccc(OC)cc1 | 1 | 0.3

# Going on with the list:
17) Cn1c(=O)n(Cc2ccco2)c(=N)c2c3c(sc21)CCC3
18) O=C(Nc1ccc(OC(F)(F)F)cc1)c1ccc2ccccc2n1
19) Cc1cccc(NC(=S)NCc2ccc3c(c2)cc(C)n3C)c1C
20) Cc1ccc(NC(=O)Cn2nnc3ccccc32)c(C)c1
21) C(=N\Nc1nc2ccccc2[nH]1)/c1ccncc1
22) Cc1ccc(C(=O)CSc2nc(-c3ccccc3)ccc2C#N)cc1
23) Cc1cc(C(=O)Nc2ccccc2)c(C)o1
24) N#Cc1ccc(C(=O)NCC(c2ccco2)N2CCCC2)cc1 (configuration not stated)

assay / compound	17	18	19	20	21	22	23	24
Hsp70 activator	-0.5	0.9	-0.3	-0.1	0.2	-0.4	-0.1	-0.3
FLuc inh counter	-5.6	6.9	5.6	-5.9	26.9	-6.0	4.1	-5.8
Redox H2O2 prof	-4.6	0.3	-1.1	-2.2	-0.4	0.3	0.5	1.9
APP transl inh	-11.4	-32.1	-6.5	-5.3	-9.8	-3.0	28.0	10.1
G6PDH counter	-14.0	1.0	-5.3	3.1	-1.1	-4.2	4.5	4.2
APP 5'UTR act	11.4	32.1	6.5	5.2	9.8	3.0	-28.0	-10.1
FLuc act counter	1.1	0.9	0.9	1.1	0.7	1.1	1	1.1
NF-kB expr up	0.75	1.62	1.19	1.17	1.06	1.29	1.38	1.17
Efa HMGR inh	0.5	3.8	0.8	-6.4	6.4	-4.3	-1.2	0.6
STAT1 activator	102.9	103.3	95.4	102.8	128.5	99.2	107.3	104.8

# 2 compounds drawn at random from the list so far, as already listed:
23) Cc1cc(C(=O)Nc2ccccc2)c(C)o1
24) N#Cc1ccc(C(=O)NCC(c2ccco2)N2CCCC2)cc1 (configuration not stated)

assay / compound	23	24
Hsp70 activator	-0.1	-0.3
FLuc inh counter	4.1	-5.8
Redox H2O2 prof	0.5	1.9
APP transl inh	28.0	10.1
G6PDH counter	4.5	4.2
APP 5'UTR act	-28.0	-10.1
FLuc act counter	1	1.1
NF-kB expr up	1.38	1.17
Efa HMGR inh	-1.2	0.6
STAT1 activator	107.3	104.8

# Remaining list, next part:
25) COCCCNc1nc2c(c(=O)[nH]c(=O)n2C)n1CC(O)COc1ccccc1C (configuration not stated)
26) COc1ccccc1N1CCN(S(=O)(=O)c2ccc(Br)s2)CC1
27) Cn1c(NC(=O)c2ccc(F)c(F)c2)cc(=O)n(C)c1=O
28) COc1cccc(CNC(=O)C2CCCN(S(=O)(=O)c3c(C)[nH]c(=O)[nH]c3=O)C2)c1 (configuration not stated)
29) CC(=O)Nc1nonc1-c1nc2ccccc2n1Cc1ccccn1
30) O=C(O)Cc1c(C(=O)O)nnn1-c1cccc(C(F)(F)F)c1
31) CC(C)(C)C(=O)Cn1c(=O)n(CC2CCCO2)c(=O)c2ccccc21 (configuration not stated)
32) COc1cccc(C2NC(C)(C(=O)O)C3C(=O)N(C(C)C)C(=O)C23)c1O (configuration not stated)

assay / compound	25	26	27	28	29	30	31	32
Hsp70 activator	0.7	1.0	-0.2	-0.2	0.4	-0.2	-0.2	-0.1
FLuc inh counter	-4.3	-1.6	-7.2	-8.7	-6.3	3.1	-1.4	-3.9
Redox H2O2 prof	-2.1	-0.1	-1.1	-0.5	0.1	-1.1	0.1	-0.7
APP transl inh	-11.0	-0.1	-17.3	nt	-15.6	-0.2	-9.4	-1.8
G6PDH counter	-6.3	0.8	-5.7	1.5	-7.9	15.5	7.9	-0.1
APP 5'UTR act	11.0	0.1	17.3	nt	15.6	0.2	9.4	1.8
FLuc act counter	1	1	1.1	1.1	1.1	1	1	1
NF-kB expr up	1.18	1.07	0.88	1.1	1.09	nt	1.07	1.15
Efa HMGR inh	-5.5	-2.7	-1.6	-2.8	5.1	1.2	4.8	-3.1
STAT1 activator	99.4	93.3	104.0	102.1	101.7	107.0	102.5	105.6

33) CCc1cc(C(=O)COc2ccc(F)cc2)c(O)cc1O
34) Cc1csc(SCC(=O)N2CCN(S(=O)(=O)c3ccccc3)CC2)n1
35) CCc1nnc(NC(=O)CSc2nnc(-c3ccncc3)n2Cc2ccccc2)s1
36) N#Cc1c(SCC(=O)N2CCOCC2)nsc1SCC(=O)N1CCOCC1
37) C/C(CC(=O)C(F)(F)F)=N\NC(=O)/C(C#N)=C/N(C)C
38) Nc1ccc(C(=O)OCC(=O)Nc2cc([N+](=O)[O-])ccc2F)cc1
39) COc1cc2c(cc1NC(=O)C(C)Sc1cccc[n+]1[O-])oc1ccccc12 (configuration not stated)
40) COc1cc(OC)cc(C(=O)N2c3ccc(F)cc3CCC2C)c1 (configuration not stated)

assay / compound	33	34	35	36	37	38	39	40
Hsp70 activator	0.5	-0.3	-0.6	-0.2	0.4	-0.4	-0.2	-0.3
FLuc inh counter	-1.3	-4.9	-3.5	-5.0	-0.2	-4.3	-5.7	-3.4
Redox H2O2 prof	-1.3	-1.1	0.0	5.4	-2.1	0.5	0.0	2.4
APP transl inh	9.1	-11.6	-17.8	-5.0	-18.0	3.3	-35.6	-4.7
G6PDH counter	5.0	-2.0	4.3	1.2	3.2	-17.1	2.8	-2.5
APP 5'UTR act	-9.1	11.6	17.8	5.0	18.0	-3.3	35.6	4.7
FLuc act counter	1	1	1	1.1	1	1	1.1	1
NF-kB expr up	1.68	1.06	0.94	1.21	1.27	1.11	1.79	0.97
Efa HMGR inh	-1.5	-8.4	-4.6	-7.0	-3.5	-11.1	-0.3	-6.7
STAT1 activator	104.7	104.6	97.7	99.3	105.0	93.5	116.1	97.5

41) CCOc1ccc(C(=O)NCc2ccccc2OC)cc1
42) O=C(CSc1nnc(-c2ccccc2)n1-c1ccc(Cl)cc1)NC1CCS(=O)(=O)C1 (configuration not stated)
43) CCc1nnc(NC(=O)CSc2nnc(CNc3ccc(F)cc3)n2C2CCCCC2)s1
44) CCOC(=O)C1CCN(C(=O)COc2ccc([N+](=O)[O-])cc2)CC1
45) Cc1nc(N2CCN(S(=O)(=O)c3ccc(F)cc3)CC2)c2c(-c3cccs3)csc2n1
46) CCC(C)n1c(OC)nc2c1c(=O)n(C)c(=O)n2C (configuration not stated)
47) CCCn1ncc(CN2CCN(Cc3ccsc3)C(CCO)C2)c1C (configuration not stated)
48) O=C(NCc1ccco1)C(=O)c1cn(CC(=O)N2CCCC2)c2ccccc12
49) O=C(C1CCC(Cn2c(=S)[nH]c3ccccc3c2=O)CC1)N1CCOCC1 (configuration not stated)

assay / compound	41	42	43	44	45	46	47	48	49
Hsp70 activator	-0.3	-0.2	-0.1	-0.2	-0.1	-0.4	-0.2	-0.4	-0.5
FLuc inh counter	1.6	-6.5	-1.8	1.9	-1.9	-6.3	-10.6	0.0	-2.5
Redox H2O2 prof	0.0	0.3	1.7	-0.1	0.1	11.4	-1.5	-0.5	1.9
APP transl inh	-10.4	-7.3	4.1	3.4	7.4	-2.9	13.6	11.7	3.4
G6PDH counter	16.2	-10.1	5.9	2.8	5.9	1.2	8.7	3.2	5.4
APP 5'UTR act	10.3	7.3	-4.1	-3.4	-7.4	2.9	-13.6	-11.7	-3.4
FLuc act counter	1	1.1	1	1	1	1.1	1.1	1	1
NF-kB expr up	1.05	1.68	1.04	1.29	0.78	1.05	0.93	0.87	1.05
Efa HMGR inh	-3.6	-1.4	-1.0	-4.0	-0.8	0.8	4.3	-0.6	-6.2
STAT1 activator	94.7	103.3	100.6	92.6	94.8	95.2	95.3	97.4	93.6
